Jurkat NFkB inh: lowers PMA/ionomycin-induced NF-kB signal in Jurkat cells; inhibition, % at 4 µM; PMA/ionomycin-induced NF-kB luciferase reporter, luminescence; 0.53% of 330,000 active
SENP8 block: blocks the human protease SENP8. Q96LD8. purified SENP8, Z-RLRGG-aminoluciferin cleavage, luminescence. inhibition, % at 10 µM. 1.2% of 330,000 active
Target sequence (Q96LD8 whole entry, looked up): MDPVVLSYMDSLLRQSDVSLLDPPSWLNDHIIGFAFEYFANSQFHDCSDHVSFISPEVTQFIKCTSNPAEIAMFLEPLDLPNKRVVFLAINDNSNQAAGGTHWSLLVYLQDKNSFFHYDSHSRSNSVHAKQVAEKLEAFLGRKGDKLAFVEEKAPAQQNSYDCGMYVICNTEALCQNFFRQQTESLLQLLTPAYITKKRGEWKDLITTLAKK
UBC13 polyUb: blocks human UBC13 polyubiquitin chain formation. 0.47% of 330,000 active. inhibition, % at 20 µM. AID 485273. TR-FRET; in the data active = inhibition above about 45%, passing the limit was not always enough; inconclusive = no clear call, values can overlap the other calls
697 NFkB inh: inhibitors of the PMA/ionomycin-induced NF-kB reporter in 697 B cells. inhibition, % at 4 µM. 697 B-cell NF-kB luciferase reporter, 16 h. 0.33% of 330,000 active; in the data active = inhibition above about 35%
CCR6 antag: blocks CCL20-driven beta-arrestin recruitment at human CCR6; P51684; 0.49% of 340,000 active; CHO-K1 CCR6 PathHunter beta-arrestin, luminescence, CCL20-stimulated; inhibition, % at 20 µM; AID 493098;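 active = compounds whose inhibition of the agonist-driven luminescence signal at 20 µM reaches about 50%, limit read from the data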;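 also: cells stimulated with CCL20 at 14 nM final; plate controls were DMSO with CCL20 for no effect and DMSO without agonist for full effect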
Target sequence (P51684 whole entry, looked up): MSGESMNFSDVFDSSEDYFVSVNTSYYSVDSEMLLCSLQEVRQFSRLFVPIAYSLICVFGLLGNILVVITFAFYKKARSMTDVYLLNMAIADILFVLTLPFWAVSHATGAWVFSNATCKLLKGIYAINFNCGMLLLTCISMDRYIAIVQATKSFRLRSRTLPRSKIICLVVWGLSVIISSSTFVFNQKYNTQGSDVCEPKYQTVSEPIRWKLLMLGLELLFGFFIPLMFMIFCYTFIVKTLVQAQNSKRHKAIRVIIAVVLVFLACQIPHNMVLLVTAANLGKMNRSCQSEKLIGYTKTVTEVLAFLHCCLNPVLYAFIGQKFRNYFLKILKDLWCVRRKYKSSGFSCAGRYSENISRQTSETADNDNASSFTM
Apaf1 inhib: inhibitors of human Apaf-1 apoptosome; O14727; reconstituted apoptosome caspase-3 activity, DEVD-Rh110 fluorescence; inhibition, % at 20 µM; 0.71% of 330,000 active; active = inhibition of at least 40% at 20 µM;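 also: plate controls were DMSO wells for no effect and DEVD-CHO caspase inhibitor wells for full effect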
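Material: biochemical Apaf-1 apoptosome reconstitution. Medium: Hepes buffer, pH 7.5. Also added: cytochrome c activation, bis-DEVD rhodamine 110 substrate. Timing: 30 min compound preincubation, 50 min activation, room temperature. Measured by: rhodamine 110 fluorescence at Ex 480/Em 540 nm.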
EBI2 block: EBI2 (human) antagonism | inhibition, % at 5 µM | 0.81% of 360,000 active | P32249 | EBI2 beta-arrestin recruitment, luminescence, 7a,25-OHC stimulated | AID 651636; in the data active = inhibition above about 38%;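 also: enzyme fragment complementation signal reports receptor beta-arrestin coupling in cells; 0% = agonist plus DMSO wells and 100% = wells without agonist; some results beyond the cut were filed as inactive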
Target sequence (P32249 whole entry, looked up, the tested form may be a part): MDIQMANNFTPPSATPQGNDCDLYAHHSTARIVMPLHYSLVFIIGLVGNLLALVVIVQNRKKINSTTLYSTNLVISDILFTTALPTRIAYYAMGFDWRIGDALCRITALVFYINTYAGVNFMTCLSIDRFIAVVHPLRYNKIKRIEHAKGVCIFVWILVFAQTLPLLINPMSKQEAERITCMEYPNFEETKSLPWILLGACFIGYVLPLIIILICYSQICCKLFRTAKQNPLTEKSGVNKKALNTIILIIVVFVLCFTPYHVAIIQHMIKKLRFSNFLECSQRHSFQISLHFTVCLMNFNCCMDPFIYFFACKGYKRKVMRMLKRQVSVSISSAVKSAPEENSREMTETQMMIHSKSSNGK
Gli-Sufu block: antagonists of Gli-Sufu signaling; 0.74% of 340,000 active; Sufu-KO-LIGHT fibroblasts, Gli luciferase reporter luminescence; inhibition, % at 5 µM;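 active = inhibition above about 55%, limit read from the data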;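 also: 0% = DMSO-treated cells and 100% = wells with medium but no cells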
Active calls of the source: *; ? = inconclusive; · = no result given. Rule as the data show it, unless noted: active = inhibition above about 50%; inactive = the rest. This is a subset; rates above refer to the full screens.

SMILES | Jurkat NFkB inh | SENP8 block | UBC13 polyUb | 697 NFkB inh | CCR6 antag | Apaf1 inhib | EBI2 block | Gli-Sufu block
CC(=O)c1ccc(-c2ccc(/C=C(/Sc3n[nH]c(C)n3)C(=O)O)o2)cc1 | 1 | -13 | -51 | 10 | 27 | -10 | 16 | -10
CC(C)(C)CC(C)(C)N=C1NS(=O)(=O)c2cc([N+](=O)[O-])ccc21 | 25 | 5 | -8 | -4 | -22 | 0 | 8 | 5
O=S(=O)(Nc1nc2ccccc2nc1Cl)c1ccc(Cl)cc1 | -6 | 8 | 0 | 9 | 6 | -8 | -9 | 5
COc1cccc(NC(=O)N2CCN(c3cccc(C)c3)C(C)C2)c1 (stereo not drawn) | -3 | -8 | 1 | -8 | 3 | -2 | 1 | 44
O=C(Cc1ccccc1)NCCS(=O)(=O)N1CCN(c2cccc(Cl)c2)CC1 | -3 | -4 | -2 | 0 | 15 | 13 | -7 | -7
COC(=O)c1ccc(C2C(C(=O)c3ccco3)=C(O)C(=O)N2c2cc(C)on2)cc1 (stereo not drawn) | -5 | 2 | -2 | -9 | 5 | -6 | -3 | 5
C=CCN1C(=O)N(CC=C)c2cccc3cccc1c23 | 9 | 3 | -3 | -7 | 8 | 14 | 13 | 7
Cc1ccc(-c2cc(-c3ccccc3C)[nH]n2)c(O)c1 | -114 | 30 | 13 | -105 | 9 | 16 | 14 | 0
Cn1nnc2cc(NC(=O)Nc3cccc(C(F)(F)F)c3)ccc21 | -34 | 4 | 7 | 2 | -2 | 5 | 6 | -8
O=C(Cc1cccs1)N1CCN(S(=O)(=O)c2ccc(F)c(F)c2)CC1 | -7 | 2 | -6 | 5 | 7 | 1 | -18 | 5
O=C(Cn1nc(-c2ccc3c(c2)OCCO3)ccc1=O)Nc1ccc(-n2cnnn2)cc1 | 20 | -4 | -1 | 19 | -15 | -21 | 3 | -10
COc1ccccc1CN(Cc1cc2cc3c(cc2[nH]c1=O)OCCO3)Cc1nnnn1Cc1ccco1 | -15 | -1 | -15 | 1 | -1 | 30 | -8 | -3
O=C(C1CC1)N1CCc2cc(Br)cc(S(=O)(=O)N3CCCCCC3)c21 | -5 | 1 | -8 | -15 | 13 | 26 | 8 | 3
CC(C)CN(C(=O)COC(=O)C1=COCCO1)c1c(N)n(Cc2ccccc2)c(=O)[nH]c1=O | 1 | -1 | -6 | -9 | -1 | -6 | 1 | -8
Cc1nc2ccccc2c2oc(C(=O)NCCCN3CCCC3=O)cc12 | -1 | -5 | -2 | 13 | 6 | -3 | 3 | 20
Cc1c(NC(=O)COC(=O)CCC(=O)c2ccc(Cl)cc2)c(=O)n(-c2ccccc2)n1C | -6 | 2 | -1 | 13 | 8 | 2 | 1 | 2
CC(=O)c1ccc(OCc2cc(C(=O)N(C)C(C)c3ccon3)no2)cc1 (stereo not drawn) | 22 | -5 | 10 | 2 | -3 | -3 | -12 | 0
O=C(COC(=O)c1cc(-c2cccs2)nn1-c1ccccc1)Nc1ccc(F)c([N+](=O)[O-])c1 | -9 | 0 | -13 | 6 | 14 | 9 | 21 | -9
CC(C)(C)NC(=O)c1ccncc1 | -4 | 0 | 0 | 21 | -5 | 8 | 10 | -21
O=C(CNC(=O)c1ccccc1)NCC(=O)OCC(=O)c1ccc(F)cc1 | -3 | 7 | 3 | -12 | -7 | -13 | -18 | 24

Compound profiles, as listed above:
CC(=O)c1ccc(-c2ccc(/C=C(/Sc3n[nH]c(C)n3)C(=O)O)o2)cc1 in the list: Jurkat NFkB inh = 1; SENP8 block = -13; UBC13 polyUb = -51; 697 NFkB inh = 10; CCR6 antag = 27; Apaf1 inhib = -10; EBI2 block = 16; Gli-Sufu block = -10
CC(C)(C)CC(C)(C)N=C1NS(=O)(=O)c2cc([N+](=O)[O-])ccc21 in the list: Jurkat NFkB inh = 25; SENP8 block = 5; UBC13 polyUb = -8; 697 NFkB inh = -4; CCR6 antag = -22; Apaf1 inhib = 0; EBI2 block = 8; Gli-Sufu block = 5
Cc1ccc(-c2cc(-c3ccccc3C)[nH]n2)c(O)c1 in the list: Jurkat NFkB inh = -114; SENP8 block = 30; UBC13 polyUb = 13; 697 NFkB inh = -105; CCR6 antag = 9; Apaf1 inhib = 16; EBI2 block = 14; Gli-Sufu block = 0

2 records drawn at random from those above, as already listed:
SMILES | Jurkat NFkB inh | SENP8 block | UBC13 polyUb | 697 NFkB inh | CCR6 antag | Apaf1 inhib | EBI2 block | Gli-Sufu block
O=C(C1CC1)N1CCc2cc(Br)cc(S(=O)(=O)N3CCCCCC3)c21 | -5 | 1 | -8 | -15 | 13 | 26 | 8 | 3
CC(=O)c1ccc(OCc2cc(C(=O)N(C)C(C)c3ccon3)no2)cc1 (stereo not drawn) | 22 | -5 | 10 | 2 | -3 | -3 | -12 | 0

Continued.
SMILES | Jurkat NFkB inh | SENP8 block | UBC13 polyUb | 697 NFkB inh | CCR6 antag | Apaf1 inhib | EBI2 block | Gli-Sufu block
O=C(Nc1ccc(S(=O)(=O)N2CCOCC2)cc1)c1ccc(Br)o1 | -2 | 2 | 2 | -13 | -6 | 3 | 4 | -3
CCc1cc(=O)[nH]c(SCCc2ccccc2)n1 | -2 | -1 | 2 | 14 | 5 | 5 | -3 | 9
CCN(Cc1ccccc1)C(=O)CCc1nc(CN2CCN(C(=O)c3ccc([N+](=O)[O-])cc3)CC2)no1 | 13 | -4 | 1 | -8 | 2 | 2 | -1 | -10
N#C/C(=C\c1ccc[nH]1)C(=O)c1ccccc1 | 1 | -10 | -14 | 6 | 11 | -1 | 7 | -17
Cc1cccn2c(CNCCCn3ncc4ccccc43)c(C(=O)N3CCCCC3)nc12 | -13 | 1 | -9 | 2 | -7 | 13 | -1 | 9
O=C(O)CCC(=O)Nc1ccc(N2CCCCC2)c(C(=O)O)c1 | 2 | -9 | 9 | 4 | 3 | -11 | 6 | 4
O=C(CN1CCC(C(=O)c2ccc(F)cc2)CC1)Nc1ccccc1 | 7 | -8 | 7 | 1 | -8 | -11 | 7 | 9
COc1ccccc1OCCNC(=O)C(=O)c1c[nH]c2ccccc12 | -10 | -2 | 10 | -11 | -3 | -15 | -8 | -4
CCn1cc([N+](=O)[O-])c(C(=O)N2CCCCCC2)n1 | -2 | -1 | -8 | -9 | 5 | 9 | 8 | 44
CCOC(=O)C(=O)N1CCN(c2cc3c(cc2[N+](=O)[O-])n(C)c(=O)n3C)CC1 | 9 | 6 | -19 | 18 | -1 | 1 | -3 | 5
COC(=O)c1cc(S(=O)(=O)N2CCN(c3ccccc3OC)CC2)cn1C | 0 | -5 | 2 | 10 | 26 | -5 | -3 | 2
CCOC(=O)c1cccc(NC(=O)CSc2nnnn2CC)c1 | -14 | 8 | 2 | -14 | 2 | 17 | -5 | 7
COc1cc(/C(=C/c2ccccc2)c2ccccc2)c2c(c1)oc1ccccc12 | 2 | -7 | 3 | 15 | 1 | 12 | 6 | 10
O=S(=O)(c1cc(-c2nnc(-c3ccc(Br)cc3)o2)ccc1Br)N1CCCCCC1 | 38 | 1 | 1 | 11 | 11 | 5 | 7 | 5
OC1CCCN(CC(O)COC(c2ccc(F)cc2)c2ccc(F)cc2)C1 (stereo not drawn) | -18 | -9 | 5 | 4 | 5 | 9 | 5 | -13
COc1cccc(SCc2noc(C(=O)NCC3CCCO3)c2C(=O)O)c1 (stereo not drawn) | -5 | -7 | -10 | -7 | 9 | -3 | 4 | -12
Cc1ccccc1-n1c(N)cc(=O)[nH]c1=S | -30 | -5 | -6 | -13 | -4 | -11 | -8 | 0
CCOC(=O)C1CCC(CNCc2ccccc2C)CC1 (stereo not drawn) | 3 | -6 | -3 | 12 | 7 | -5 | -6 | 3
CCN(Cc1ccc(OC)c(F)c1)C(=O)/C=C/c1ccc(S(=O)(=O)N2CCOCC2)cc1 | 19 | -5 | -9 | -4 | 17 | 18 | -9 | -10
Cc1cccc(N2CCN(S(=O)(=O)c3ccc4c(c3)OCCO4)CC2)c1C | -11 | 3 | 0 | -11 | 15 | 18 | 3 | 24
O=C(CC1(O)C(=O)N(CCc2ccccc2)c2ccccc21)c1ccccn1 (stereo not drawn) | -4 | -1 | 1 | -8 | -9 | 10 | 14 | 7
O=S(=O)(Cc1nnnn1-c1ccccc1)c1ccccc1 | 9 | 0 | 5 | 11 | 5 | 0 | 2 | -3
Cc1ccc2cc(CCNC(=O)c3cccs3)c(=O)[nH]c2c1 | -96 | 6 | -7 | -80 | 3 | 3 | -4 | -63
C/C(CC1CC(COCCC(C)C)OC1=O)=N\NC(N)=S (stereo not drawn) | 17 | 7 | -3 | 23 | -8 | -1 | 1 | 1
Cc1cc([N+](=O)[O-])cc2ncccc12 | 1 | -5 | -8 | -2 | -2 | 1 | -9 | -8
CCCCNC(=S)N(CCCO)Cc1cc2cc3c(cc2[nH]c1=O)OCCO3 | -4 | 6 | 9 | 1 | 7 | -12 | -8 | -6
CCCS(=O)(=O)Nc1cccc(-c2cn3c(n2)SCC3)c1 | 17 | -10 | 3 | 5 | 5 | -5 | 0 | 2
Cc1cc(NS(=O)(=O)c2ccc(NC(=O)NC(C)(C(F)(F)F)C(F)(F)F)cc2)no1 | 12 | 1 | 3 | 21 | 7 | -3 | -4 | 0
CCN1CCc2[nH]c3ccccc3c2C1 | -2 | -3 | 2 | 11 | -1 | 6 | -6 | 40
O=C(Nc1cccnc1Cl)c1ccc(Cl)cc1 | -38 | -1 | 2 | 2 | 19 | -7 | 6 | -54
O=C(COC(=O)/C=C/c1ccc(Cl)cc1)Nc1cccc(S(=O)(=O)NC2=NCCCCC2)c1 | 0 | -12 | -7 | 14 | 3 | 36 | 19 | -4
Cc1ccnc(NC(=O)Cc2ccc([N+](=O)[O-])cc2)c1 | -4 | -4 | -4 | 10 | 6 | 0 | -3 | -23
O=C(Nc1c(C(=O)Nc2ccccc2)cnn1-c1ccccc1)c1ccco1 | 1 | -9 | 1 | 4 | 5 | -21 | -1 | -7
Cc1cccc2sc(NC(=O)C3CCCO3)nc12 (stereo not drawn) | -27 | 3 | 2 | -43 | -11 | -20 | 0 | -52
COc1ccc(CNC(c2ccccc2)c2ccc(Cl)cc2)cc1 (stereo not drawn) | -4 | -9 | -4 | 13 | 18 | 8 | 18 | 1
CCn1cc(CN2CCCC(CNC(=O)COc3ccccc3OC)C2)c(C)n1 (stereo not drawn) | -9 | 3 | -3 | -3 | 5 | 1 | 4 | 2
Cc1nn(C)cc1CNC(=O)c1cnn2c1NC(c1ccc(Br)cc1)CC2C(F)(F)F (stereo not drawn) | 20 | -7 | 9 | 12 | 14 | -3 | 16 | 5
Cc1c(C(=O)Nc2ccc(F)cc2)oc2ccc(S(=O)(=O)N3CCC4(CC3)OCCO4)cc12 | 7 | 3 | -6 | -95 | -3 | 15 | -5 | 6
COc1ccc(NC2=CC(=O)CC(c3ccc(C)cc3)C2)c(OC)c1 (stereo not drawn) | -5 | -1 | 6 | 9 | 9 | 4 | 31 | -3
Cc1cccc(-c2oc3ccc(-c4ccc5c(c4)OCO5)cc3c2C(=O)OCc2ccc(O)cc2)c1 | -16 | 3 | ? | -21 | 10 | 12 | -6 | -1
Cc1cc(C(=O)NCCCc2ccccc2)no1 | -3 | 1 | 12 | 21 | 7 | -2 | -12 | -24
CC1Cc2ccccc2N1C(=O)C1CCN(S(=O)(=O)c2cccs2)CC1 (stereo not drawn) | 6 | -6 | -2 | -9 | 5 | 16 | -14 | -8
Nc1n[nH]c2c1C1(CCCC1)Cc1ccccc1-2 | -2 | 1 | 0 | 14 | -14 | -4 | 0 | 14
Cc1ccc(S(=O)(=O)N2CCOCC2)cc1NC(=O)COC(=O)Cc1cccs1 | -5 | -13 | -3 | -10 | 0 | 4 | -3 | -9
O=C1CCCC2=C1C(c1cccs1)n1nc(SCc3ccccc3)nc1N2 (stereo not drawn) | 0 | 1 | 8 | 20 | -1 | 9 | 4 | 10
c1ccc(COc2ccc(OCCN3CCCCC3)cc2)cc1 | -21 | 1 | 6 | -26 | 16 | -13 | -6 | ·
Cc1noc(C)c1C(=O)N1CCN(Cc2ccccc2)CC1 | -2 | -6 | -2 | -8 | 6 | -2 | -10 | 9
Cc1ccc(C(NC(=O)c2cccc(S(=O)(=O)N3CCN(C)CC3)c2)c2ccccc2)cc1 (stereo not drawn) | 8 | 6 | 18 | 22 | 9 | 27 | 8 | 4
Cn1c(=O)n(Cc2ccccc2)c(=O)c2c1nc1n2CCCN1CCc1ccccc1 | -10 | 2 | 25 | -3 | 17 | 10 | 16 | 10

From PubChem BioAssay
